Epigenetic derep: regulators of epigenetic silencing causing reporter derepression in mouse cells. murine LDR cells, GFP reporter derepression, 30 h. Potency, µM (titrated, usually from 53.9 µM), for the others: at the highest dose GFP activation, actives largely listed as activators. hit rate 0.2% among 280,000. AID 1865; also: potency is read from the fitted curve at half-maximal effect; % of control where 0% means no effect; nearly all actives have a fitted effect of over 60% in size
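In this reporter-derepression format, murine cells bearing a silenced integrated CMV-GFP locus incubate with test compound (30 h, 37 C), then are washed and imaged; fluorescent objects of 20–120 um count as induced cells.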
L3MBTL1 inh: inhibitors of human L3MBTL1 | Q9Y468 | AlphaScreen L3MBTL1–H3K9me1 peptide binding | Potency, µM (titrated, usually from 57.1 µM), for the others: at the top dose activity, negative = inhibition, hits mostly inhibitors | hit rate 0.66% among 230,000 | AID 485360; also: potency is read from the fitted curve at half-maximal effect; % is scaled to controls: 0 for no effect and ±100 for the full control effect; nearly all actives have a fitted effect of over 60% in size
Target sequence (Q9Y468 whole entry, looked up): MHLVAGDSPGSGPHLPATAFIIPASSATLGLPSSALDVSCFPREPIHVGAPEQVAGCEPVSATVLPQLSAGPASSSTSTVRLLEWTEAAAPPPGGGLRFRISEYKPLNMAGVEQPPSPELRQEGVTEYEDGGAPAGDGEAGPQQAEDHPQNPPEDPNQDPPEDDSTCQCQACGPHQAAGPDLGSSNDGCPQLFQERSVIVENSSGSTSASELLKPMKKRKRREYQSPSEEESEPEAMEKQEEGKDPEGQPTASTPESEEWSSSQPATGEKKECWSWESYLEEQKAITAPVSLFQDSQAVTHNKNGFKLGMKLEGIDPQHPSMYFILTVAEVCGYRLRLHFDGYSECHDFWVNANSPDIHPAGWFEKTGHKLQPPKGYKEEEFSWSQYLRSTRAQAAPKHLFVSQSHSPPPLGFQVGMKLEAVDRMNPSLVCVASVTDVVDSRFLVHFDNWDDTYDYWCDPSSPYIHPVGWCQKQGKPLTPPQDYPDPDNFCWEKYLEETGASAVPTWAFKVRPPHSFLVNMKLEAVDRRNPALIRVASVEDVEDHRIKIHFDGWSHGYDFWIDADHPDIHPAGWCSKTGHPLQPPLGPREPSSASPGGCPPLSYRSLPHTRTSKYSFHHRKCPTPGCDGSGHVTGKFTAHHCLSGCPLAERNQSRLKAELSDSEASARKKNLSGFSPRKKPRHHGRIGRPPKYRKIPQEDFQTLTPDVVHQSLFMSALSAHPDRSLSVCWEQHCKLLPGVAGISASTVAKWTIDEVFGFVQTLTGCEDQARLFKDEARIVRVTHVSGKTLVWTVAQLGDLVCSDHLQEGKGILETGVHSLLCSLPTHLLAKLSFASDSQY
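L3MBTL1 (50 nM) pre-complexed 30 min with biotinylated H3(1-15)K9me1 peptide (75 nM), then compounds added for 30 min at room temperature; AlphaScreen streptavidin donor/nickel chelate acceptor beads (10 ug/mL final) read after 30 min dark incubation.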
NPSR antag: blocks cAMP signaling of the human neuropeptide S receptor. CHO-NPSR cells, cAMP TR-FRET, antagonist mode. Potency, µM (series often up to 38.3 µM), for the others: top-dose activity change, negative = inhibition, actives largely listed as inhibitors. hit rate 1% among 220,000. AID 1461; also: potency is read from the fitted curve at half-maximal effect; % is scaled to controls: 0 for no effect and ±100 for the full control effect; nearly all actives have a fitted effect of over 50% in size; many of its hits are not listed in these tables
CBFb-RUNX1 inh: blocks binding between human CBF-beta and RUNX1; Q01196+Q13951; AlphaScreen CBFb-His/RUNX1-biotin binding, biochemical; Potency, µM (top dose mostly 59.8 µM), inactives show top-dose activity, negative = inhibition, usual class: inhibitors; 230,000 tested, under 10 active; also: % of control where 0% means no effect
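AlphaScreen proximity signal reports loss of binding between His-tagged CBF-beta and biotin-labelled RUNX1, each at 30 nM. Proteins are pre-associated for 20 minutes, compounds added for 15 minutes, then beads for 90 minutes, all at ambient temperature.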
HttQ103 aggreg: reduces HttQ103-GFP aggregates in PC12 cells; PC12 HttQ103-GFP aggregates, Acumen cytometry, 40 h; Potency, µM (series often up to 46.1 µM), without a hit: at the highest dose activity change, negative = inhibition, usual class: inhibitors; hit rate 1.1% among 220,000; also: potency is read from the fitted curve at half-maximal effect; % is scaled to controls: 0 for no effect and ±100 for the full control effect; nearly all actives have a fitted effect of over 60% in size
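Inducible Q103 Huntingtin exon 1–GFP PC12 line, 1500 cells/well in phenol red free DMEM with 5% equine and 5% calf serum. Tebufenozide 100 nM induced expression; compounds titrated; aggregates quantified by cytometry.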
KinaseGlo FLuc: counter-screen: inhibitors of Kinase-Glo firefly luciferase; Q27757; Kinase-Glo luciferase, ATP luminescence, 8 min; hit rate 0.28% among 200,000; Potency, µM (series often up to 38.3 µM), for inactives: at the highest dose activity change, negative = inhibition, hits mostly inhibitors; AID 1379; also: potency is read from the fitted curve at half-maximal effect; % is scaled to controls: 0 for no effect and ±100 for the full control effect; nearly all actives have a fitted effect of over 60% in size
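Compound is pinned into ATP-containing buffer (10 uM ATP, imidazole pH 7.2, 7 mM MgCl2). Kinase-Glo luciferase reagent is then added. Light output is recorded following an 8-min room-temperature incubation.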
IMPase Li inh: membrane-permeable IMPase blocker, potentiated with lithium. CHO-M1 cells, IP1 TR-FRET (IP-One), carbachol + lithium. Potency, µM (highest dose often 59.4 µM), for the others: at the highest dose activity, negative = IMPase inhibition, usual class: inhibitors. hit rate 0.35% among 210,000;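 also: IP1 builds up when IMPase is blocked and the TR-FRET signal falls; potency is read from the fitted curve at half-maximal effect; plate controls were basal vehicle for no effect and high inhibitor control for full effect; nearly all actives have a fitted effect of over 50% in size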
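CHO-M1, 2000 cells/well, 16–30 h culture; cpd + low Li+, 30 min 37C; lysis with d2-IP1/Eu-anti-IP1 Ab, 10 min RT; TR-FRET 665/620 ratio and 620 channel; AC50 via Hill.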
* = called active by the depositor; [ ] = dose if it differs, or a comment. Calls follow the shape of the dose curve; as a rule, active = well fitted curve in the direction sought with a large enough effect; inconclusive = small, poorly fitted or top-dose-only effect, or another doubt; inactive = no such curve, though single readings can be large; an effect the other way counts as inactive or inconclusive.

Screening CC12CC3(C)CC(C)(C1)CC(C(=O)NC(=S)N1CCOCC1)(C2)C3 returned Epigenetic derep -2.0%, L3MBTL1 inh -4.4%, NPSR antag -21.5%[46.1 µM], CBFb-RUNX1 inh -4.8%, HttQ103 aggreg 6.4%, KinaseGlo FLuc 0.1% and IMPase Li inh 1.8%[38.3 µM].
Screening Oc1[nH]c(=S)sc1C=C1N=c2ccccc2=N1 returned Epigenetic derep 1.1%, L3MBTL1 inh inconclusive, NPSR antag inconclusive, CBFb-RUNX1 inh -3.8% and HttQ103 aggreg -6.9%[9.22 µM].
`COc1ccc(NC(=O)c2cc(Br)ccc2Cl)c([N+](=O)[O-])c1` gave Epigenetic derep -0.2%, L3MBTL1 inh -10.6%, NPSR antag -0.6%, CBFb-RUNX1 inh -18.5%, HttQ103 aggreg -1.8%, KinaseGlo FLuc 2.2% and IMPase Li inh -1.8%.
`CNc1nc(C)nc(-n2nc(C)cc2C)n1` gave Epigenetic derep 0.2%, L3MBTL1 inh 2.4%, NPSR antag 3.3%[46.1 µM], CBFb-RUNX1 inh 6.6%, HttQ103 aggreg -1.5%, KinaseGlo FLuc -10.7% and IMPase Li inh -8.9%[38.3 µM].
For Cc1cccn2c(=O)c(/C=C(\C#N)C(=O)NC3CCS(=O)(=O)C3)c(N3CCC(C)CC3)nc12 (stereo unspecified) the results were Epigenetic derep 0.0%, L3MBTL1 inh -2.9%, NPSR antag 4.7%, CBFb-RUNX1 inh 6.8%, HttQ103 aggreg -5.6%, KinaseGlo FLuc 4.7% and IMPase Li inh 6.2%.
Screening CN(Cc1ccccc1)c1cc(Cl)nc(N)n1 returned Epigenetic derep -5.4%, NPSR antag 0.7%, CBFb-RUNX1 inh -1.0%, HttQ103 aggreg 3.2%, KinaseGlo FLuc 1.1% and IMPase Li inh 7.6%.
C=CCc1cccc(/C=N/NC(=O)C(C)Nc2cccc(C)c2)c1O (stereo unspecified) was read as Epigenetic derep -2.6%, L3MBTL1 inh -13.8%, NPSR antag -45.1%, CBFb-RUNX1 inh 0.2%, HttQ103 aggreg 11.2µM*, KinaseGlo FLuc 0.8% and IMPase Li inh 15.0%.
O=C(Nc1ccc2c(c1)OCCO2)C1CCC1 was read as Epigenetic derep -1.0%, NPSR antag 4.5%[46.1 µM], CBFb-RUNX1 inh -1.4%, HttQ103 aggreg -7.9%, KinaseGlo FLuc -2.2% and IMPase Li inh 9.9%[38.3 µM].
COc1ccc(/C=N/Nc2nc(NCc3ccco3)nc(Nc3ccc(OC)cc3)n2)cc1 was read as Epigenetic derep 1.3%, L3MBTL1 inh -23.3%, NPSR antag -15.7%, CBFb-RUNX1 inh inconclusive, HttQ103 aggreg 9.0%, KinaseGlo FLuc -1.0% and IMPase Li inh 16.1%.
For O=C(CCN1CCCCCC1)c1ccccc1 the results were Epigenetic derep 0.0%, L3MBTL1 inh 6.6%, NPSR antag -3.9%[46.1 µM], CBFb-RUNX1 inh 5.8%, HttQ103 aggreg -18.2%, KinaseGlo FLuc -2.4% and IMPase Li inh 6.6%.

Overlap with the part before: two entries, followed by the next part.
COc1ccc(/C=N/Nc2nc(NCc3ccco3)nc(Nc3ccc(OC)cc3)n2)cc1 was read as Epigenetic derep 1.3%, L3MBTL1 inh -23.3%, NPSR antag -15.7%, CBFb-RUNX1 inh inconclusive, HttQ103 aggreg 9.0%, KinaseGlo FLuc -1.0% and IMPase Li inh 16.1%.
For O=C(CCN1CCCCCC1)c1ccccc1 the results were Epigenetic derep 0.0%, L3MBTL1 inh 6.6%, NPSR antag -3.9%[46.1 µM], CBFb-RUNX1 inh 5.8%, HttQ103 aggreg -18.2%, KinaseGlo FLuc -2.4% and IMPase Li inh 6.6%.
Screening COc1ccc(N=C2S/C(=C\c3cc(C)n(C)c3C)C(=O)N2C)cc1 returned Epigenetic derep -0.9%, L3MBTL1 inh inconclusive, NPSR antag inconclusive, CBFb-RUNX1 inh -19.1%, HttQ103 aggreg 8.9%, KinaseGlo FLuc -2.4% and IMPase Li inh 7.0%[38.3 µM].
Screening O=C(Cc1ccccc1)N1CCC(c2nc(-c3ccc(F)cc3)no2)CC1 returned Epigenetic derep -1.0%, L3MBTL1 inh 7.2%, NPSR antag -6.2%[46.1 µM], CBFb-RUNX1 inh 2.4%, HttQ103 aggreg -28.2%, KinaseGlo FLuc 1.6% and IMPase Li inh -7.7%[38.3 µM].
Screening Cc1ccc(CCN2CC(C(=O)NCCCN3CCOCC3)CC2=O)cc1 (stereo unspecified) returned Epigenetic derep -1.0%, L3MBTL1 inh 0.5%, NPSR antag 2.7%[46.1 µM], CBFb-RUNX1 inh 2.0%, HttQ103 aggreg 8.2%, KinaseGlo FLuc -4.1% and IMPase Li inh -4.8%[38.3 µM].
For O=C(NN1CCOCC1)c1cc(-c2ccncc2)nc2ccccc12 the results were Epigenetic derep 1.1%, L3MBTL1 inh -0.7%, NPSR antag 1.7%, CBFb-RUNX1 inh 8.3%, HttQ103 aggreg -2.9%, KinaseGlo FLuc -1.8% and IMPase Li inh 6.0%.
`O=C(O)CC1NC(=S)N(c2ccccc2)C1=O` (stereo unspecified) gave Epigenetic derep 1.8%, L3MBTL1 inh -4.3%, NPSR antag 0.2%[46.1 µM], CBFb-RUNX1 inh 6.9%, HttQ103 aggreg -13.7%, KinaseGlo FLuc 4.5% and IMPase Li inh -1.8%.
For CC1Cc2nc(SCC(=O)NCC3CCCO3)n(Cc3ccccc3)c(=O)c2S1 (stereo unspecified) the results were Epigenetic derep -0.1%, L3MBTL1 inh 8.1%, NPSR antag -0.5%, CBFb-RUNX1 inh 1.1%, HttQ103 aggreg -14.3%, KinaseGlo FLuc 2.6% and IMPase Li inh 19.3%.
`Cc1ccc(S(=O)(=O)n2ccc(-c3ccc(OCc4c(F)cccc4Cl)cc3)n2)cc1` gave Epigenetic derep -0.8%, L3MBTL1 inh 9.4%, NPSR antag -7.4%[46.1 µM], CBFb-RUNX1 inh 0.1%, HttQ103 aggreg -32.8%, KinaseGlo FLuc 0.3% and IMPase Li inh 8.3%.
For CCC(=O)N(CC)c1nc(-c2cc(OC)ccc2OC)cs1 the results were Epigenetic derep 0.8%, L3MBTL1 inh 61.9%[activator], NPSR antag -24.8%[46.1 µM], CBFb-RUNX1 inh -3.0%, HttQ103 aggreg -11.7%, KinaseGlo FLuc 1.0% and IMPase Li inh -17.1%.
`CCN(CC)CCCN(C(=O)Cn1nnc(-c2ccc(OC)c(OC)c2)n1)C(C(=O)NC(C)(C)C)c1ccc(F)cc1` (stereo unspecified) gave Epigenetic derep 5.1%, L3MBTL1 inh -8.3%, NPSR antag 37.0%, CBFb-RUNX1 inh 5.6%, HttQ103 aggreg -8.3%[9.22 µM], KinaseGlo FLuc -7.4% and IMPase Li inh 16.9%.
CCOC(=O)c1sc2nc3c(cc2c1N)COC(C)(CC)C3 (stereo unspecified) was read as Epigenetic derep 0.0%, L3MBTL1 inh 22.6%, NPSR antag -18.5%[46.1 µM], CBFb-RUNX1 inh 16.5%, HttQ103 aggreg -1.2%, KinaseGlo FLuc -8.1% and IMPase Li inh 18.0%[38.3 µM].
`CC(=O)OCC(=O)C1CCC2C3CC=C4CC(O)CC[C@@]4(C)C3CC[C@]12C` (stereo partly specified) gave Epigenetic derep -1.3%, CBFb-RUNX1 inh 5.9%, KinaseGlo FLuc -4.7% and IMPase Li inh 24.7%.
COc1ccc(CC(=O)Nc2cc(=O)n(C)c(=O)n2C)cc1 was read as Epigenetic derep 0.7%, NPSR antag -5.1%[46.1 µM], CBFb-RUNX1 inh -1.8%, HttQ103 aggreg 2.4%, KinaseGlo FLuc 5.9% and IMPase Li inh 1.1%[38.3 µM].
Screening Cc1nc2ccccc2nc1OCC(=O)N1CCN(c2ccccc2)CC1 returned Epigenetic derep -3.1%, L3MBTL1 inh 25.1%, NPSR antag -6.3%[7.67 µM], CBFb-RUNX1 inh 4.6%, HttQ103 aggreg -5.9%, KinaseGlo FLuc -2.1% and IMPase Li inh -0.8%[38.3 µM].
`CN(C)Cc1ccccc1Cc1ccccc1` gave Epigenetic derep -0.7%, L3MBTL1 inh 6.5%, NPSR antag 3.6%, CBFb-RUNX1 inh -3.2%, HttQ103 aggreg -7.4%, KinaseGlo FLuc -1.7% and IMPase Li inh 3.7%.
Screening CCSC1(SCC)N=C(N)C2(C#N)C(c3ccc(OC)c(OC)c3OC)C12C#N (stereo unspecified) returned Epigenetic derep -15.9%, L3MBTL1 inh -8.8%, NPSR antag inconclusive, CBFb-RUNX1 inh -2.1%, HttQ103 aggreg inconclusive, KinaseGlo FLuc 0.7% and IMPase Li inh 70.8%[activator][38.3 µM].
For Clc1ccc(CN2C3=NCCCN3c3ccccc32)cc1Cl the results were Epigenetic derep -1.1%, L3MBTL1 inh -2.7%, NPSR antag -19.0%, CBFb-RUNX1 inh 2.3%, KinaseGlo FLuc -6.5% and IMPase Li inh 16.2%.
`CC(=O)c1c(C)nc(-c2ccccc2)nc1NC(=O)Cc1ccccc1` gave Epigenetic derep 0.5%, L3MBTL1 inh -1.4%, NPSR antag -8.8%, CBFb-RUNX1 inh 0.8%, HttQ103 aggreg -10.1%, KinaseGlo FLuc 3.0% and IMPase Li inh -0.1%.
For Cc1ccc(NC(=O)CN(C)CC(=O)NC2CCCc3ccccc32)cc1 (stereo unspecified) the results were Epigenetic derep 9.2%, NPSR antag 12.5%, CBFb-RUNX1 inh 17.4% and HttQ103 aggreg 15.1%[9.22 µM].
Screening COC(=O)CCCCCNC(=S)Nc1ccc2[nH]c(=O)[nH]c2c1 returned Epigenetic derep 1.1%, NPSR antag 11.6%, CBFb-RUNX1 inh 7.1% and HttQ103 aggreg 4.0%[9.22 µM].
For O=C(c1cccc(Cl)c1)N1CCCC(C(=O)N2CCCCCC2)C1 (stereo unspecified) the results were Epigenetic derep -1.1%, L3MBTL1 inh 4.6%, NPSR antag -6.0%[46.1 µM], CBFb-RUNX1 inh 6.5%, HttQ103 aggreg 14.6%, KinaseGlo FLuc -1.1% and IMPase Li inh 17.0%[38.3 µM].
Screening Nn1c(Cc2ccccc2)nc2sc3c(c2c1=O)CCC3 returned Epigenetic derep -1.3%, L3MBTL1 inh -2.8%, NPSR antag 4.9%, CBFb-RUNX1 inh 7.4% and HttQ103 aggreg 8.5%[9.22 µM].
`c1ccc(-c2cnnc(SCc3cn4cccnc4n3)n2)cc1` gave Epigenetic derep -0.9%, L3MBTL1 inh -5.2%, NPSR antag 2.9%[46.1 µM], CBFb-RUNX1 inh 19.9%, HttQ103 aggreg 40.0%, KinaseGlo FLuc 0.6% and IMPase Li inh 3.5%[38.3 µM].

Source: PubChem (National Center for Advancing Translational Sciences (NCATS))

The list is partial (hit frequency here may not be typical).
